# HTR5A inv ag: HTR5A inverse agonists in luminescence cell assay, primary screen, counter-screen for OPRM1-OPRD1 heterodimer inverse agonist project, full-deck HTS; HTR5A cell line, inverse agonism; 5-hydroxytryptamine receptor 5A (Homo sapiens), P47898; 340,000 compounds, 0.083% hits; inhibition, % at 9.3 µM; AID 504634, 2011; in the data active means inhibition mostly above about 23%, no sharp cut-off; inactive means mostly below about 18%;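 further: 0% = cells with DMSO and 100% = no-cell wells with DMSO; some compounds called inactive have numbers as strong as hits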
# cardiac RTF act: cardiac RTF calcium sensitivity activators, primary screen, biochemical, IANBD-TnC fluorescence, EC20 calcium | activation, % at 7.2 µM | Troponin I, cardiac muscle (Homo sapiens) + Troponin T, cardiac muscle (Homo sapiens) + … | 340,000 compounds, 0.24% hits | IANBD-labeled TnC RTF fluorescence at EC20 calcium; 0% EC20 calcium, 100% full calcium;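 active means activation above the mean over all tested compounds plus 3 SD, cut at about 30% in these data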;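 further: rise in fluorescence read as greater calcium sensitivity of cardiac thin filaments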
# RTF Ca sens inh: cardiac RTF calcium sensitivity inhibitors, primary screen, biochemical, IANBD-TnC fluorescence, EC70 calcium; Troponin I, cardiac muscle (Homo sapiens) + Troponin T, cardiac muscle (Homo sapiens) + …; IANBD-labeled cardiac RTF, Ca2+ fluorescence; inhibition, % at 7.15 µM; 340,000 compounds, 0.12% hits;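 active means inhibition above the mean inhibition of all tested compounds plus 3 SD, cut at about 17% in these data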;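 further: assay run at fixed EC70 calcium of 1.6 mM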
# C-LANA FP: inhibitors of KSHV C-LANA binding to DNA, primary screen, biochemical, fluorescence polarization, FAM-LBS DNA, MBP-C-LANA, single point; Kaposi's sarcoma herpesvirus LANA C-terminal domain (residues 932-1162) DNA binding; inhibition, % at 9 µM; 340,000 compounds, 0.078% hits; AID 504423, 2011;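 active means highest replicate inhibition at or above 60% at 9 µM, even if other replicates fall short; inactive means all replicates below 60% inhibition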;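 further: 0% = neutral control wells and 100% = 4 µM acridine orange control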
# HTR5A ag ctr: HTR5A agonists in luminescence cell assay, primary screen, counter-screen for OPRM1-OPRD1 heterodimer agonist project, full-deck HTS; 5-hydroxytryptamine receptor 5A (Homo sapiens), P47898; cell-based; activation, % at 9.3 µM; 340,000 compounds, 0.61% hits; AID 504692, 2011; in the data active means activation mostly above about 9.5%, no sharp cut-off; inactive means mostly below about 7.6%;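 further: 0% = cells with vehicle only and 100% = reference agonist; strong numbers were not always called active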
# V-ATPase pHluor: regulators of yeast V-ATPase proton pumping, primary screen, pHLuorin cytosolic pH fluorescence; S. cerevisiae; response, % at 10 µM; 350,000 compounds, 0.37% hits; AID 504577, 2011; in the data active means response mostly above about 7.3%, no sharp cut-off; inactive means mostly below about 5.4%; further: actives read high; inactives centre near 0; some compounds called inactive have numbers as strong as hits; reference of the scale not given here
# MOR-DOR inv ag: inverse agonists of MOR-DOR heterodimerization, primary screen, cell-based, luminescence; 340,000 compounds, 0.21% hits; Mu-type opioid receptor (Homo sapiens) + Delta-type opioid receptor (Homo sapiens), …; inhibition, % at 9.3 µM; AID 504357, 2011; cell-based MOR-DOR heterodimer luminescence, inverse agonism; in the data active means inhibition above about 22%, passing the limit was not always enough;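 further: 0% = cells with DMSO and 100% = wells without cells with DMSO; values of inactives mirror those of a sister screen read the other way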
# Target sequence (P35372 whole entry, looked up): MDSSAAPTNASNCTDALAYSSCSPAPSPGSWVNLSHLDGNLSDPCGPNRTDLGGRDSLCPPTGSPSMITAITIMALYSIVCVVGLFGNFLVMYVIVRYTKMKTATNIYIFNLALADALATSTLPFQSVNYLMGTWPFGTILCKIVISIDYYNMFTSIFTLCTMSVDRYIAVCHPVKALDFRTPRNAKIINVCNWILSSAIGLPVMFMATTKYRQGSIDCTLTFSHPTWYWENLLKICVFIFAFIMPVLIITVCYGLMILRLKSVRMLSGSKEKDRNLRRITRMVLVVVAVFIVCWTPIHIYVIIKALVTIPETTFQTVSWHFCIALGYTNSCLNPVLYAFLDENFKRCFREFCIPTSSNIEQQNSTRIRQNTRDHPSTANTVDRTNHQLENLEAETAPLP
# Target sequence (P41143 whole entry, looked up): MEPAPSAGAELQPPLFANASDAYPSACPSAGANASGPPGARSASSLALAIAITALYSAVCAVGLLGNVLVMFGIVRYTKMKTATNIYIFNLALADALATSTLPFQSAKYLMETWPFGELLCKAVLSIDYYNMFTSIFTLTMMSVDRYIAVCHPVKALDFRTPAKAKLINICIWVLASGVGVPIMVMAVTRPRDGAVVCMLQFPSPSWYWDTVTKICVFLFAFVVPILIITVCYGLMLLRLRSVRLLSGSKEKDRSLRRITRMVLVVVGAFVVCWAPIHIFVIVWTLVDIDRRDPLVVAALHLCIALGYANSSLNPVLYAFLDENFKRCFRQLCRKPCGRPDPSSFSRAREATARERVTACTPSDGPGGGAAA
# Keap1-Nrf2 PPI: Keap1-Nrf2 protein-protein interaction inhibitors, primary screen, biochemical, fluorescence polarization, single point. Kelch-like ECH-associated protein 1 (Homo sapiens), Q14145. Keap1 Kelch-Nrf2 peptide fluorescence polarization, 1536-well. inhibition, % at 9.4 µM. 340,000 compounds, 0.15% hits. AID 504523, 2011; in the data active means inhibition above about 12%;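 further: human Keap1 Kelch domain with fluorescein labeled Nrf2 9mer peptide probe; 0% = neutral control wells and 100% = peptide positive control; higher means more block of Keap1 binding to Nrf2 peptide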
# CAL-PDZ inh HTS: untagged CAL PDZ binding inhibitors, primary screen, biochemical, fluorescence polarization, HTS. inhibition, % at 24.9 µM. purified CAL PDZ, TMR-peptide fluorescence polarization, 1 h. Golgi-associated PDZ and coiled-coil motif-containing protein (Homo sapiens), Q9HD26. AID 602252, 2012. 300,000 compounds, 0.92% hits;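 active means mean inhibition of at least 30% with at least half of replicates also reaching 30%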;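 further: 0% = DMSO neutral control and 100% = excess unlabeled competitor peptide PRC23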
# OPRM1-OPRD1 ag: agonists of OPRM1-OPRD1 heterodimerization, primary screen, cell-based, luminescence; cells; Mu-type opioid receptor (Homo sapiens) + Delta-type opioid receptor (Homo sapiens), …; 340,000 compounds, 0.3% hits; activation, % at 9.3 µM; in the data active means activation above about 18%;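 further: 0% = vehicle-treated cells and 100% = reference agonist; values of inactives mirror those of a sister screen read the other way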
# The depositor's hits bear a star; x = not tested or not shown.
SMILES,HTR5A inv ag,cardiac RTF act,RTF Ca sens inh,C-LANA FP,HTR5A ag ctr,V-ATPase pHluor,MOR-DOR inv ag,Keap1-Nrf2 PPI,CAL-PDZ inh HTS,OPRM1-OPRD1 ag
CC1CCN(S(=O)(=O)c2nnc(NC(=O)COc3ccccc3F)s2)CC1,-20,6,2,-1.3,18*,-2,4,-2,-6,-0.6
CCCN(C(=O)c1nc2nc(C)cc(C)n2n1)c1c(N)n(Cc2ccccc2)c(=O)[nH]c1=O,2,-2,-9,-2.4,0,0,5,1,-2,-1.4
CCN1CCN(C(=S)c2ccc(SC)cc2)CC1,-18,0,-9,0.8,7,-1,10,-2,-3,-2.3
Cc1nnc(SCC(=O)Nc2ccc(F)cc2)n(N)c1=O,12,0,-7,2.7,-5,2,18,-1,x,-3.5
COc1cc(C(=O)N/N=C/c2ccccn2)cc(OC)c1OC,-4,-3,-8,-1.6,1,0,10,-2,-1,-2.0
Cn1c2cc(C#N)sc2c2cnn(Cc3ccc(F)cc3)c(=O)c21,1,1,-10,0.4,0,3,-11,2,-9,2.4
[O-][n+]1onc2c1CCc1nnccc1-2,15,-2,1,-1.0,3,-1,-13,1,-4,2.3
CCOc1ccc(NS(=O)(=O)c2ccc(C(=O)NCC(C)(C)N3CCOCC3)cc2)cc1,6,-1,14,-2.1,0,-2,8,-6,2,-1.6
O=C(CN1CCN(S(=O)(=O)c2ccc(F)cc2)CC1)Nc1ccccc1F,9,1,-11,-0.7,1,-1,-14,-3,x,3.0
COc1ccc(C(=O)C(C)OC(=O)c2cccc(S(=O)(=O)Nc3cc(Cl)c(OC)cc3OC)c2)cc1 (stereo unspecified),-15,-3,-13,-0.4,4,-5,-17,-8,-2,2.7
O=C1CCc2cc(S(=O)(=O)NCc3ccccc3Cl)ccc2N1,-24,-1,2,1.7,9,-5,8,4,-6,-2.0
Cc1nc2sc(C(N)=O)c(N)c2c(C)c1CC(=O)c1ccccc1,-1,5,-4,1.9,-4,-1,17,-7,x,-3.4
Cc1ccc(Nc2cccc(C(F)(F)F)c2)nn1,15,1,-4,0.4,4,3,11,-3,-3,-2.1
Cc1ccc(S(=O)(=O)N2[C@@H](c3cccc(Cl)c3)C(C(=O)O)=CC[C@H]2c2cccs2)cc1,1,-1,3,1.3,-2,3,5,-3,-3,-0.9
CCN(C(=O)CSc1nnc(Nc2ccc(OC)cc2)s1)C1CCS(=O)(=O)C1 (stereo unspecified),-1,-2,-5,0.8,0,5,8,-4,-2,-1.6
CC1CCCCC1NC(=O)c1cc(S(=O)(=O)N2CCOCC2)ccc1Cl (stereo unspecified),5,-4,3,-1.4,-1,2,3,-5,x,-0.6
Nn1c(SCC(=O)NC2CCCCC2)nnc1-c1ccccc1,-3,0,-12,3.8,1,-1,13,1,-1,-2.5
S=C(N/N=C/c1ccccc1Cl)Nc1cccc(Cl)c1Cl,-9,7,-1,-1.6,5,0,7,-5,-4,-1.3
Cc1cc(C(F)(F)F)c2c(C)nn(-c3ccccc3)c2n1,-13,-1,-6,0.0,1,-3,-2,2,x,0.4
CCOC(=O)c1c(CNc2ccncc2)n(C)c2cc(Br)c(O)cc12,15,2,8,-1.7,-2,0,15,4,-10,-2.9
O=C(c1cccc(F)c1)N1CCC2(CC1)NCCc1[nH]cnc12,-9,-4,-4,-0.6,-4,1,17,-2,-1,-3.2
COc1cccc(CNC(=O)C2CCN(S(=O)(=O)c3cccc4cccnc34)CC2)c1,14,11,-7,1.2,-5,-1,8,-1,x,-1.5
CCOc1ccc(-c2cc(N3C(=O)Nc4ccccc4N3O)n[nH]2)cc1,-7,-2,-12,-2.2,0,6,1,5,1,-0.1
CSc1ncccc1C(=O)OCC(=O)N1CCc2ccccc21,-9,6,2,-0.5,2,0,9,-3,-6,-1.8
O=C(c1ccco1)N1N=C(c2ccc(Br)cc2)CC1(O)C(F)(F)F (stereo unspecified),-10,3,-1,0.0,4,-2,-14,-1,-4,2.8

# (further entries)
SMILES,HTR5A inv ag,cardiac RTF act,RTF Ca sens inh,C-LANA FP,HTR5A ag ctr,V-ATPase pHluor,MOR-DOR inv ag,Keap1-Nrf2 PPI,CAL-PDZ inh HTS,OPRM1-OPRD1 ag
S=C(Nc1ccccc1Cl)N(CCN1CCCCC1)Cc1ccco1,-7,3,-1,-0.7,6,-2,11,5,x,-2.0
COc1cccc(NC(=O)CNC(=O)N2CC(=O)Nc3ccccc32)c1,-15,2,-6,-2.0,4,1,1,-8,-3,-0.2
COc1ccc2c(c1)C=C(CN1CCC(CO)(CCc3ccccc3)CC1)CO2,-8,-5,-7,-1.6,3,0,-180,-6,-2,36*
CCC1C/C(=C\c2cccnc2)C(=O)/C(=C/c2cccnc2)C1 (stereo unspecified),4,0,1,0.8,-3,4,5,-3,-5,-0.9
CCCC(=O)NC1=C(Cl)C(=O)c2ccccc2C1=O,-27,2,2,3.2,7,-6,-27,3,-1,6.1
COc1ccc(CN2CCC(CO)(Cc3ccccc3C(F)(F)F)CC2)c(F)c1,-4,-3,-10,1.5,8,0,-26,0,-2,5.0
CCCC[C@@H]1CN=C(N)N1CC(C)(C)C,5,4,-14,0.0,4,0,17,-5,1,-2.9
O=C(CSc1nnc(-c2ccco2)o1)N1CCN(c2ccccc2)CC1,-2,0,2,-0.5,1,0,-18,9,-9,3.3
Cc1cc(NC(=O)c2sc(Nc3cccc(C(F)(F)F)c3)nc2N)no1,-7,-2,-3,-1.9,3,4,-78,0,-1,13
O=C(COC(=O)c1ccc(F)cc1)NCCCc1ccccc1,8,-6,-5,5.5,-2,-2,14,1,1,-2.8
O=C(NCCOc1ccccc1)C(=O)NCC1CCCO1 (stereo unspecified),15,2,5,-0.7,-5,11,10,-1,-2,-2.1
COC(=O)c1cccc(NC(=O)CSc2nncn2-c2ccccn2)c1,-9,4,-11,-0.1,3,-2,-3,-2,-5,0.5
Cc1cc(NC(=O)CSc2nc3c(cnn3-c3cccc(Cl)c3)c(=O)[nH]2)no1,0,1,-6,0.5,5,-1,8,0,x,-2.1
COC(=O)c1cccc(NC(=O)CN2CCN(c3ccc(OC)cc3)CC2)c1,-17,6,-8,-0.4,8,2,4,1,-6,-0.8
COc1ccc(C(=O)COC(=O)[C@H](C)NS(=O)(=O)c2ccc(NC(C)=O)cc2)cc1OC,12,1,-8,0.2,6,-4,10,-2,-1,-2.7
CCOC(=O)Cc1csc(NS(=O)(=O)c2ccc(NC(C)=O)cc2)n1,-11,4,-9,-0.8,3,-2,-5,-4,x,1.0
CN(CC(=O)Nc1cccc(F)c1)C(=O)c1ccc(N2CCOCC2)c([N+](=O)[O-])c1,-4,4,-3,3.3,2,-2,-6,1,3,1.5
CC(=O)Nc1ccc(S(=O)(=O)NNC(=O)c2cccc3ccccc23)cc1,-3,1,-1,-2.6,1,-7,-6,2,-1,1.4
O=C(COc1ncnc2ccccc12)Nc1cccc(S(=O)(=O)N2CCOCC2)c1,-33,10,0,-0.4,2,1,6,-1,-3,-1.1
COC(=O)c1c(C)[nH]c(C(=O)C(C)OC(=O)c2ccco2)c1C (stereo unspecified),2,-4,-4,-1.0,0,-3,1,3,x,-0.3
Cc1c(/C=N/N=C2\CCC3C4CCc5cc(O)ccc5C4CCC23C)cnn1C (stereo unspecified),-11,-3,-1,1.4,4,-3,-12,3,0,3.0
Cn1cnnc1SCC(=O)Nc1ccccc1Sc1ccccc1,-2,-4,2,-0.6,0,-1,14,-1,-3,-2.6
CCOC(=O)COc1coc(CN2CCN(c3ccccc3)CC2)cc1=O,-16,-9,-6,-1.1,4,-2,11,2,0,-2.2
Cc1cc(C)c(C(=O)COC(=O)CNC(=O)c2ccccc2C)c(C)c1,-26,1,-4,-0.7,9,0,8,3,-3,-1.3
C#CC[N+](C)(C)CC#Cc1ccc(C)cc1,8,3,-5,-0.4,-3,-4,10,3,-1,-2.1

# The results go on.
SMILES,HTR5A inv ag,cardiac RTF act,RTF Ca sens inh,C-LANA FP,HTR5A ag ctr,V-ATPase pHluor,MOR-DOR inv ag,Keap1-Nrf2 PPI,CAL-PDZ inh HTS,OPRM1-OPRD1 ag
O=C(NC1CCCC1)C(c1ccncc1)N(CC1CCCO1)C(=O)Cn1nnc(-c2cccs2)n1 (stereo unspecified),-56,-1,6,0.0,-3,-1,3,1,32*,-0.5
Cc1ccc(CSc2nnc(CS(=O)Cc3ccc(Cl)cc3Cl)n2C)cc1 (stereo unspecified),-6,-6,-4,-0.1,6,2,-6,-2,-2,1.1
CCCNC(=O)C(Cc1cccc(OC)c1)NC(=O)c1ccc(C(C)(C)C)cc1 (stereo unspecified),9,4,11,2.5,2,-2,4,-5,-2,-0.7
Cc1cc(NC(=O)COC(=O)c2ccc(F)c(S(=O)(=O)N3CCOCC3)c2)no1,-12,1,0,1.2,-1,0,10,-2,x,-2.4
Cc1sc2ncnc(N3CCOCC3)c2c1C,1,2,1,-1.0,1,3,12,0,-4,-2.0
CCc1cc(=O)oc2cc(OCC(=O)N3CCC[C@H]3C(=O)O)ccc12,16,6,1,0.2,2,0,9,-2,1,-1.7
COc1ccc(N(C(C)C(=O)N(C)Cc2ccccc2)S(C)(=O)=O)cc1 (stereo unspecified),3,-2,-6,-1.2,-1,-1,-10,-1,-2,2.2
O=C(CSCc1ccccc1)N=Nc1c(O)[nH]c2ccccc12,5,7,1,2.2,0,-2,21,-5,-4,-4.6
O=C(NC(=S)Nc1ccc2[nH]c(=O)[nH]c2c1)c1cccc(F)c1,12,-1,-12,-0.1,-4,-2,10,-7,-3,-1.8
O=C(Nc1c2c(nn1-c1ccccc1)CS(=O)C2)c1ccc2c(c1)OCO2 (stereo unspecified),20,1,-8,0.8,3,2,18,0,-1,-3.5
Cc1cccc(N2C(=O)CS/C2=N\NC(=O)c2ccc(Cl)cc2)c1C,14,5,-5,1.5,7,-5,3,-10,0,-0.5
CCc1cc(=O)oc2cc(OC(C)C(=O)NCC3CCC(C(=O)O)CC3)c(Cl)cc12 (stereo unspecified),-2,13,-4,3.0,-1,1,12,-3,-2,-2.4
C=C(C)Cn1c(N)cc(=O)nc1SCC(=O)Nc1cccc(C(F)(F)F)c1,4,1,-2,-0.3,-2,-2,22,-5,x,-4.3

# Screens deposited in PubChem by several laboratories.
